# A3G deaminase = inhibitors of human APOBEC3G DNA deaminase; Q9HC16; recombinant A3G, ssDNA deamination FAM/TAMRA fluorescence; inhibition, % at 20 µM; 0.28% of 330,000 active; AID 493012;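 active = inhibition of at least 40% at 20 µM, with no more than 30% in the related APOBEC3A deaminase screen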;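 note: plate controls were DMSO wells with A3G for no effect and wells lacking A3G enzyme for full effect; some compounds called inactive have numbers as strong as hits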
# Target sequence (Q9HC16 whole entry, looked up): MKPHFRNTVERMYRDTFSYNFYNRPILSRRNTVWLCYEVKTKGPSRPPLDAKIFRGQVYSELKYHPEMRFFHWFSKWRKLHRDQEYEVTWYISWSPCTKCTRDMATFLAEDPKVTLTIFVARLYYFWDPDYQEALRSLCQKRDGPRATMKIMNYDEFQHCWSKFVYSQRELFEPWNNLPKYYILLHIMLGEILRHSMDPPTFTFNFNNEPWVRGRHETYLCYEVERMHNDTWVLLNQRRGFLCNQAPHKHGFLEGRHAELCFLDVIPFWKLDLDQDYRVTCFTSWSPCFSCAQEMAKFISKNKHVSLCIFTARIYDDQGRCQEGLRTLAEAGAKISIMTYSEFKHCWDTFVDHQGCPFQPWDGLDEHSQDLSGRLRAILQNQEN
# mIAP activ = increases mouse intestinal alkaline phosphatase activity; activation factor at 10 µM; muIAP, CDP-Star luminescence, 30 min; stronger effect = higher value; 1 = vehicle-only enzyme signal, 0 = enzyme-free wells; 0.24% of 330,000 active; AID 2805;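 active = activation factor of at least 2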; note: the source names both 10 and 20 µM as test concentration; values of inactives mirror those of a sister screen read the other way
#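 Assay system: mouse IAP enzyme; reagent: chemiluminescent substrate CDP-Star; dosing: test compounds delivered from DMSO solution; schedule: 30 min at room temperature; measured by: luminescence from enzymatic CDP-Star hydrolysis; controls: DMSO-only wells and no-enzyme negative control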
# APOBEC3A inh = blocks human APOBEC3A ssDNA deamination. P31941. recombinant A3A, FAM/TAMRA ssDNA deamination fluorescence. inhibition, % at 20 µM. 0.41% of 330,000 active;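 active = at least 40% inhibition at 20 µM here, with at most 30% in a related deaminase screen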;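 note: plate controls were A3A with DMSO for no effect and wells lacking A3A enzyme for full effect; some results filed as inactive read as strong as hits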
# Target sequence (P31941 whole entry, looked up): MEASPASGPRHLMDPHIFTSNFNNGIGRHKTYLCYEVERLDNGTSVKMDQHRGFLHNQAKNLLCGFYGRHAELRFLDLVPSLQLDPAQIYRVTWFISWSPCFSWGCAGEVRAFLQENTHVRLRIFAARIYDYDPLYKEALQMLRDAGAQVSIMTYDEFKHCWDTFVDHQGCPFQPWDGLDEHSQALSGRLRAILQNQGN
# MPTP inh = blocks calcium-induced mitochondrial swelling; inhibition, % at 10 µM; AID 602449; isolated mouse mitochondria, Ca2+ swelling absorbance, 30 min; 1.4% of 360,000 active;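 active = inhibition of 50% or more, scaled per plate between neutral and stimulator controls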;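 note: 0% = DMSO wells given calcium and 100% = 1 mM EGTA wells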
# mIAP inh = blocks mouse intestinal alkaline phosphatase | 0.2% of 330,000 active | purified mouse IAP, CDP-Star luminescence, 30 min | inhibition, % at 10 µM | AID 2806;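 active = inhibition of at least 40% at 10 µM in the primary screen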;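 note: plate controls were DMSO with enzyme for no effect and no enzyme wells for full effect; values of inactives mirror those of a sister screen read the other way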
# beta cell repl = inducers of beta-cell replication in MIN6 cells; proliferation, % at 10 µM; MIN6 cells proliferation, ATPlite luminescence, 48 h; cells starved in 0.2% serum; 100% = growth in 10% serum; AID 2380; 0.29% of 330,000 active;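 active = compounds whose signal lies at least 3.5 SD above the mean of all wells on their plate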;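 note: 0% = DMSO-treated cells in low-serum medium and 100% = 10% serum control; some compounds called inactive have numbers as strong as hits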
# hIAP activ = human IAP activation | AID 2524 | purified human IAP, CDP-Star luminescence, 30 min; stronger effect = higher value; 1 = vehicle-only enzyme, 0 = enzyme-free background | 0.16% of 330,000 active | activation factor at 10 µM | P09923;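 active = activation factor of the enzyme at least 2-fold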; note: the source names both 10 and 20 µM as test concentration; values of inactives mirror those of a sister screen read the other way
# Target sequence (P09923 whole entry, looked up): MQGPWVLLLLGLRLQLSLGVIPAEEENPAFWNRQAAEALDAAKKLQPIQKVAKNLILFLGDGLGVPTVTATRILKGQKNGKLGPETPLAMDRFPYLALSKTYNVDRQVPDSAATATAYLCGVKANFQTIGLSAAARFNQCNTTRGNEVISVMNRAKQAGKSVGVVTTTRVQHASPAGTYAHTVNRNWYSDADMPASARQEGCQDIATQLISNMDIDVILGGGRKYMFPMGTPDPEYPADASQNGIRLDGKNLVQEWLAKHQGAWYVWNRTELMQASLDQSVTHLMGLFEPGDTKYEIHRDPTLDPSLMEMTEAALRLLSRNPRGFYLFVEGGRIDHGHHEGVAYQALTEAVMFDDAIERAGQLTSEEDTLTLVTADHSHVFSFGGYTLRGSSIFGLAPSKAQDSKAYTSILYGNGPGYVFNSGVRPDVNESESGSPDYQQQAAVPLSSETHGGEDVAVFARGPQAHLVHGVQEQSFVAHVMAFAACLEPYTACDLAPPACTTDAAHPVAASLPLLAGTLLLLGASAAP
# hIAP inh = blocks human intestinal alkaline phosphatase. inhibition, % at 10 µM. AID 2544. purified IAP, CDP-Star luminescence, 30 min. 0.12% of 330,000 active;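 active = inhibition reaching a set limit with compound at 10 µM in the primary screen, cut at about 35% in these data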;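 note: plate controls were DMSO wells with enzyme for no effect and no-enzyme buffer wells for full effect; values of inactives mirror those of a sister screen read the other way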
# ATG4B inh = inhibitors of human ATG4B cysteine protease. Q9Y4P1. ATG4B cleavage of LC3-PLA2, NBD-HPC fluorescence, 1 h. inhibition, % at 8.33 µM. 0.51% of 340,000 active. AID 504462; in the data active = inhibition above about 40%
# Active calls of the source: *; nt = no result given. This is a random part of the collection; about 3.3% have a hit in one of these screens.
SMILES,A3G deaminase,mIAP activ,APOBEC3A inh,MPTP inh,mIAP inh,beta cell repl,hIAP activ,hIAP inh,ATG4B inh
O=C(O)c1cccc(NC(=O)c2ccccc2NC(=O)c2ccccc2F)c1,11.3,0.973,-4.9,0.0,2.7,-1.8,1.11,-11.0,1.8
CCN1C(=O)/C(=C\c2cccc(OC(=O)c3ccco3)c2)SC1=S,-5.0,0.978,-0.4,-1.2,2.2,-0.4,0.883,11.7,-14.5
O=C(NC1CC1)C(Cc1ccccc1)NS(=O)(=O)c1ccccc1F (configuration not stated),-7.1,1.07,-0.1,0.3,-7.4,-0.4,1.22,-21.7,-0.9
O=C(NCc1ccccc1)c1csc2c1CCCC2,0.0,1.03,-6.2,-0.6,-2.6,-2.3,1.14,-13.8,-6.6
CC(C)(C)C(=O)N1CCN(c2ccnc3cc(Cl)ccc23)CC1,-7.0,1.13,-6.0,1.0,-12.9,2.0,0.984,1.6,-6.5
COc1cccc(NC(=O)CSc2nc(O)c(C)c(=O)n2-c2ccc(C)cc2)c1,-14.8,0.901,-2.4,-1.6,9.9,1.0,0.893,10.7,-5.5
COc1ccc(NC(=O)C2CCCN(S(=O)(=O)c3c(C)[nH]c(=O)[nH]c3=O)C2)cc1 (configuration not stated),-5.5,0.938,-1.9,-1.2,6.2,-1.8,0.895,10.5,2.0
CC(C)(C)NC(=O)[C@@H]1CN(Cc2cccnc2)CCN1C[C@@H](O)C[C@@H](Cc1ccccc1)C(=O)N[C@H]1c2ccccc2C[C@H]1O,-4.8,1.1,-4.1,1.1,-9.8,-1.7,1.07,-6.6,-4.1
COc1ccc(C2C3=C(CCCC3=O)Nc3nc(SCc4ccccc4)nn32)cc1OC (configuration not stated),-4.3,1.01,-1.1,1.5,-0.6,1.0,1,-0.4,3.4
Cc1ccc(-c2nnn(CC(=O)Nc3ccc4nn(-c5ccccc5)nc4c3)n2)o1,-5.3,0.859,-1.9,0.3,14.1,2.6,0.918,8.2,-10.9
CCN(CC(=O)Nc1c(F)cccc1F)C(=O)Cc1ccc2c(c1)OCCO2,-7.5,0.974,-2.2,-1.6,2.6,0.3,0.925,7.5,-4.6
COc1ccc(C(=O)N2CCCCCCC2)cc1OC1CCN(C(C)C)CC1,-6.0,1.06,-6.1,-1.0,-6.0,-1.9,1.12,-12.3,0.9
O=C(N=Nc1ccc(NOC(=O)c2ccccc2Br)cc1)c1ccccc1O,-12.3,0.739,0.1,nt,26.1,-6.4,0.762,23.8,nt
Cc1cccc(NC(=O)C(C)Oc2ccccc2C)n1 (configuration not stated),-0.7,1.02,-1.1,-4.5,-2.0,-0.3,1.23,-23.0,-8.2
O=C(O)C1[C@H]2C(=O)N(C3CCCC3)C[C@]23C=C[C@H]1O3 (some centres not stated),-0.9,1.08,-2.2,-0.9,-8.4,-1.5,1.07,-6.6,-4.2
Cc1nn(-c2ccccc2)c(C)c1/C=N/NC(=O)c1cc(-c2ccccc2)n[nH]1,-1.6,1.12,-1.9,-0.2,-12.3,-3.0,1.1,-9.8,-5.7
CCC(C)(C)n1nnnc1C(c1ccc2ncccc2c1)N1CCCCCC1 (configuration not stated),1.2,0.95,5.0,-2.0,5.0,-1.1,1.09,-9.5,-4.5
O=C(NC(=S)Nc1ccccc1N1CCOCC1)c1cccc([N+](=O)[O-])c1,-7.8,0.865,-7.0,-1.1,13.5,-0.6,0.976,2.4,-5.9
O=C(Cn1cnc([N+](=O)[O-])c1)c1ccc(Cl)cc1,-8.6,0.962,-2.1,-1.3,3.8,-0.9,0.953,4.7,5.1
Cc1c2cnn(CC(=O)NCCN3CCOCC3)c(=O)c2c(C)n1Cc1ccccc1,-7.6,1.02,-5.0,0.2,-2.1,2.5,0.894,10.6,-9.7
CCC1CN(C(=O)N2CCC(C(=O)NCc3ccccc3C)CC2)c2ccccc2O1 (configuration not stated),-1.3,1.09,-0.7,-0.9,-9.0,0.8,0.991,0.9,17.3
CCc1ccc2[nH]c(=O)c(-c3ccccc3)c(O)c2c1,-9.5,0.995,-2.7,0.8,0.5,1.6,0.961,3.9,-1.9
CCc1nnc(SCC(=O)N2CCc3ccccc32)n1CC,-8.0,1.03,-0.6,-0.1,-3.4,5.6,1.1,-10.0,-6.2
OCCNCc1ccc(-c2ccccc2)cc1,5.4,1.03,1.0,0.6,-2.6,0.0,1.09,-9.1,-4.0
O=C(Nc1cccnc1)c1cc(-c2ccc(F)cc2)on1,-6.0,0.963,6.5,-0.3,3.7,-2.9,0.844,15.6,-1.2
CC12C(=O)N(c3ccc(C(=O)N4CCOCC4)cc3)C(=O)C1C1c3ccccc3C2c2ccccc21 (configuration not stated),-7.1,0.98,0.1,nt,2.0,0.7,1.07,-7.2,nt
O=C(CC(c1ccccc1)c1ccccc1)Nc1ccc2c(c1)OCCO2,-7.3,1.39,-4.2,-1.0,-38.5,-1.2,1.09,-8.7,-5.8
COc1cc(Cl)c(CN2CCCC(CO)(Cc3ccccc3)C2)cc1OC (configuration not stated),-9.5,1.02,-6.7,0.4,-1.6,-4.0,0.905,9.5,4.6
O=C1C2C(c3ccccc3)(C(=O)N1c1ccc(Cl)cc1)C2(c1ccccc1)c1ccccc1 (configuration not stated),-4.9,0.931,-2.9,-0.7,6.9,-4.0,0.93,7.0,-2.1
CCC(=O)N1CCc2cc(S(=O)(=O)NC(C(=O)NC3CCCc4ccccc43)C(C)C)ccc21 (configuration not stated),-6.2,1.07,1.8,-1.4,-6.6,0.0,0.96,4.0,-5.6
Cc1c(Cl)cccc1NC(=O)CCN1CCCCCC1,-1.1,0.968,-2.2,0.2,3.2,-0.3,0.947,5.3,-1.3
COc1ccccc1NC(=O)COn1nnc2ccc(S(=O)(=O)N3CCOCC3)cc21,1.7,0.998,2.1,0.2,0.2,-1.7,0.987,1.3,-9.4
COc1ccc(-c2cc([C@H]3[C@@H]4C=CCC[C@@]4(C)C(=O)N3Cc3ccccc3)ccc2F)cc1,-7.0,1.05,1.4,0.1,-4.9,-8.1,0.804,19.6,0.2
O=S(=O)(c1cccs1)n1cccn1,-1.1,1.03,0.9,0.7,-3.0,-1.3,0.976,2.4,-12.4
c1ccc(-c2nc3ccccc3c3nc4ccccc4n23)cc1,-4.5,1.02,0.9,6.2,-1.9,0.0,0.887,11.3,16.1
O=C(COC(=O)Cc1cccc2ccccc12)Nc1ccccc1-c1ccccc1,-8.6,0.96,-4.4,3.1,4.0,1.8,0.855,14.5,8.1
O=C(NC1CC1)c1cc(=O)c2ccccc2o1,-3.0,1.07,-2.6,-0.5,-6.7,-0.9,0.953,4.7,6.3
CCOc1ccc(-n2c(=O)c3sccc3n(Cc3cccc([N+](=O)[O-])c3)c2=O)cc1,-1.9,1.03,1.3,2.8,-3.2,0.2,1.1,-10.1,-6.4
CCc1cccc(NC(=O)Cn2c(=O)n(CCC(=O)NCC3CCCO3)c(=O)c3cc(OC)c(OC)cc32)c1 (configuration not stated),-0.4,1.09,6.7,-1.2,-8.9,4.2,1.25,-24.6,-9.6
CC(NC(=O)Cc1cccs1)C(c1cccs1)N1CCN(c2ccccc2)CC1 (configuration not stated),-3.8,1.04,-1.6,-0.2,-4.2,-2.0,1.11,-10.7,-0.3
CCOC(=O)N1CCC(Nc2c(Nc3ccc(F)cc3)c(=O)c2=O)CC1,0.6,1,1.7,5.6,0.0,-3.4,1.09,-9.1,-16.1
O=C(CCCn1c(=O)c2cccn2c2cccnc21)N1CCN(c2ccccc2F)CC1,-2.9,0.977,-0.2,-0.8,2.3,3.0,1.16,-15.7,3.3
Cn1ncc(Cl)c1C(=O)N1CCN(c2ncccn2)CC1,-8.0,1.06,-2.3,2.0,-6.4,1.6,1.02,-1.7,-9.0
Cc1c(NC(=O)c2ccc3c(c2)C(=O)N(CC2CCCO2)C3=O)cccc1C(=O)O (configuration not stated),-4.8,0.949,-1.7,-1.7,5.1,-0.7,1.25,-25.4,-0.8
COc1cc(F)ccc1S(=O)(=O)NCc1cccnc1,-1.9,1.03,1.3,-0.6,-3.2,-3.1,0.88,12.0,10.5
CCN(Cc1ccccc1)C(c1ccc(C(F)(F)F)cc1)c1nnnn1C(C)(C)C (configuration not stated),0.1,0.929,-18.6,29.8,7.1,-6.0,0.987,1.3,-0.5
COc1ccc(Nc2nc(N)nc(CN3CCC(C)CC3)n2)cc1,-5.0,1.03,-6.9,-2.2,-3.3,1.2,1.08,-8.2,-5.5
O=C(c1ccco1)N1CCN(c2ncnc3c2oc2ccccc23)CC1,-2.7,1.04,-3.6,0.5,-4.5,0.5,1.03,-2.8,-11.7

# Retrieved by structure from the entries so far (5):
SMILES,A3G deaminase,mIAP activ,APOBEC3A inh,MPTP inh,mIAP inh,beta cell repl,hIAP activ,hIAP inh,ATG4B inh
CCOc1ccc(-n2c(=O)c3sccc3n(Cc3cccc([N+](=O)[O-])c3)c2=O)cc1,-1.9,1.03,1.3,2.8,-3.2,0.2,1.1,-10.1,-6.4
Cc1c(NC(=O)c2ccc3c(c2)C(=O)N(CC2CCCO2)C3=O)cccc1C(=O)O (configuration not stated),-4.8,0.949,-1.7,-1.7,5.1,-0.7,1.25,-25.4,-0.8
O=C(NC1CC1)c1cc(=O)c2ccccc2o1,-3.0,1.07,-2.6,-0.5,-6.7,-0.9,0.953,4.7,6.3
CCN(Cc1ccccc1)C(c1ccc(C(F)(F)F)cc1)c1nnnn1C(C)(C)C (configuration not stated),0.1,0.929,-18.6,29.8,7.1,-6.0,0.987,1.3,-0.5
CC(NC(=O)Cc1cccs1)C(c1cccs1)N1CCN(c2ccccc2)CC1 (configuration not stated),-3.8,1.04,-1.6,-0.2,-4.2,-2.0,1.11,-10.7,-0.3

# The list goes on:
SMILES,A3G deaminase,mIAP activ,APOBEC3A inh,MPTP inh,mIAP inh,beta cell repl,hIAP activ,hIAP inh,ATG4B inh
O=C(NCc1ccccn1)c1cc(-c2ccccc2Cl)nc2ccccc12,-5.2,0.959,0.7,0.4,4.1,0.1,1.02,-1.9,-5.9
COC(=O)c1cc(C)sc1NC(=O)C1CC=CCC1C(=O)O (configuration not stated),-8.7,0.893,-2.5,0.1,10.7,-2.4,1.07,-7.0,3.5
COc1ccc(-c2csc(NC(=O)CSCC(=O)Nc3cc(C)on3)n2)cc1OC,-9.4,0.953,-2.0,-1.5,4.7,-2.0,0.949,5.1,-3.1
COc1cc(/C=N/NC(=S)NC2CC3CCC2C3)ccc1O (configuration not stated),-6.5,0.94,-4.6,2.0,6.0,-2.7,0.966,3.3,-22.8
O=C(OCc1c(Cl)cccc1Cl)c1ccccn1,-4.3,1.02,-4.3,1.5,-1.9,-4.3,0.897,10.3,-0.2
CN1C(=O)CSc2ccc(NC(=O)NCc3ccc(F)cc3)cc21,-5.5,1.56,-4.9,30.2,-55.8,-0.6,0.876,12.4,64.2*
CCOC(=O)/C(=C/Nc1ccc(F)c(F)c1)[N+](=O)[O-],0.5,1.03,-0.9,2.4,-3.3,-1.4,1.06,-5.7,1.1
COCCNC(=O)c1ccc(-n2c(SCc3cc(F)ccc3F)nc3ccccc3c2=O)cc1,-8.7,0.965,0.0,0.5,3.5,0.0,0.887,11.3,7.5
O=C(CNC(=O)c1ccco1)NCC(c1ccco1)N1CCCCC1 (configuration not stated),-6.4,0.968,-3.0,-1.1,3.2,4.0,1.11,-11.5,-4.0
CC(/C=C1\SC(=S)N(CCC(=O)Nc2cccc(C(=O)O)c2)C1=O)=C\c1ccccc1,-3.5,0.855,1.0,2.0,14.5,0.0,0.789,21.1,24.6
NC(=O)c1cc2ccccc2o/c1=N/NC(=O)c1ccccc1,-4.5,0.975,1.0,0.8,2.5,-0.2,0.917,8.3,-1.2

# From PubChem BioAssay
